# Anesthetic bind – qHTS Assay for Identification of Novel General Anesthetics; actives 0.074% (n = 350,000); apoferritin/1-aminoanthracene competitive binding, fluorescence; Potency, µM (doses to about 77.5 µM), inactives show at the top dose activity change, negative = displacement, usual class: inhibitors; Ferritin light chain (Equus caballus), P02791; note: potency is the fitted concentration of half-maximal effect; % is set by controls: 0 for no effect and ±100 for the full control effect; nearly all actives have a fitted effect of over 20% in size
# Target sequence (P02791 2-175 limits assumed): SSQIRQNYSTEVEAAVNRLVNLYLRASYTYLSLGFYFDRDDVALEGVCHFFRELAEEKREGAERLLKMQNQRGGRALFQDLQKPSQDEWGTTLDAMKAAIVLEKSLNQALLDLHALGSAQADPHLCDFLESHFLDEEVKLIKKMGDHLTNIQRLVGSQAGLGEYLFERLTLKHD
#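 Apoferritin-based anesthetic binding model; compound displacement of fluorescent 1-AMA measured as endpoint fluorescence after 10 minutes at room temperature, scaled to free-ligand and complex controls.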
# POLB inh – qHTS Assay for Inhibitors of DNA Polymerase Beta; P06746; AID 485314, 2010; Potency, µM (highest dose often 114 µM), without a hit: at the highest dose activity change, negative = inhibition, hits mostly inhibitors; actives 1.3% (n = 340,000); Pol beta primer extension/strand displacement, fluorescence kinetic; note: potency is the fitted concentration of half-maximal effect; % is set by controls: 0 for no effect and ±100 for the full control effect
#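 Enzyme-only controls used 10 nM Pol beta; buffer lacking enzyme served as negative control. Compound preincubated 15 min, then 50 nM substrate added; 0 and 10 min reads at room temperature.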
# BLM helicase inh – qHTS Assay for Inhibitors of Bloom's syndrome helicase (BLM). RecQ-like DNA helicase BLM (Homo sapiens), P54132. recombinant BLM DNA unwinding, fluorescence dequenching. Potency, µM (titrated, usually from 56.1 µM), for inactives: top-dose activity change, negative = inhibition, most hits filed as inhibitors. actives 0.2% (n = 350,000). AID 2528, 2010;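 note: potency is the fitted concentration of half-maximal effect; plate controls were vehicle for no effect and no enzyme for full effect; nearly all actives have a fitted effect of over 35% in size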
# POLK inh – qHTS for Inhibitors of Polymerase Kappa | purified Pol kappa, fluorescent DNA synthesis assay, 10 min | Potency, µM (series often up to 107 µM), for the others: top-dose activity, negative = inhibition, usual class: inhibitors | actives 0.53% (n = 400,000); note: potency is the fitted concentration of half-maximal effect; % is set by controls: 0 for no effect and ±100 for the full control effect
#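 Here, compound and 10 nM enzyme are combined for 15 min at room temperature; adding 50 nM substrate (final) starts DNA synthesis, tracked by fluorescence at 0 and 10 min against buffer-only wells.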
# Pol eta inh – qHTS for Inhibitors of Polymerase Eta; recombinant Pol eta, fluorescent DNA replication assay; Potency, µM (highest dose often 114 µM), for inactives: top-dose activity change, negative = inhibition, hits mostly inhibitors; DNA polymerase eta (Homo sapiens), Q9Y253; AID 588591, 2011; actives 1.2% (n = 390,000); note: potency is the fitted concentration of half-maximal effect; % is set by controls: 0 for no effect and ±100 for the full control effect
#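 Fluorescent replication assay: 50 nM final substrate added after a 15 min room-temperature compound preincubation with 10 nM enzyme. Signal taken at 0 min and again at 10 min.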
# POLI inh – qHTS for Inhibitors of Polymerase Iota | DNA polymerase iota (Homo sapiens), Q9UNA4 | actives 1% (n = 390,000) | Pol iota fluorescent replication assay, 10 min | Potency, µM (highest dose often 115 µM), for the others: at the top dose activity, negative = inhibition, actives largely listed as inhibitors; note: potency is the fitted concentration of half-maximal effect
#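 Fluorescent replication assay read twice, at 0 min and 10 min after adding 50 nM (final) substrate. Enzyme (10 nM) and compounds were first incubated 15 min at room temperature; enzyme-free buffer wells were negative controls.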
# GRP78 ERSR act – qHTS for Inducers of the Endoplasmic Reticulum Stress Response (ERSR) in Human Glioma: qHTS | Potency, µM, without a hit: at the highest dose activation, most hits filed as activators | actives 0.02% (n = 420,000) | AID 602332, 2012 | U87-MG GRP78 promoter luciferase reporter, 16 h; note: potency is the fitted concentration of half-maximal effect; series mostly up to about 76 µM; % of control where 0% means no effect; nearly all actives have a fitted effect of over 35% in size
#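 ERSR induction read as luciferase luminescence (Bright-Glo, 10 min at room temperature) in stably transfected human U87-MG glioma cells exposed to compounds for 16 h, using GRP78 as sensor.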
# APEX1 inh – qHTS Assay for Inhibitors of the Human Apurinic/apyrimidinic Endonuclease 1 (APE1); recombinant APE1, TAMRA/BHQ-2 abasic DNA cleavage fluorescence; Potency, µM (series often up to 65.8 µM), without a hit: at the top dose activity change, negative = inhibition, actives largely listed as inhibitors; actives 0.35% (n = 350,000); AID 2517, 2012;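 note: potency is the fitted concentration of half-maximal effect; plate controls were vehicle for no effect and reference inhibitor for full effect; nearly all actives have a fitted effect of over 55% in size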
# Target sequence (P27695 whole entry, looked up): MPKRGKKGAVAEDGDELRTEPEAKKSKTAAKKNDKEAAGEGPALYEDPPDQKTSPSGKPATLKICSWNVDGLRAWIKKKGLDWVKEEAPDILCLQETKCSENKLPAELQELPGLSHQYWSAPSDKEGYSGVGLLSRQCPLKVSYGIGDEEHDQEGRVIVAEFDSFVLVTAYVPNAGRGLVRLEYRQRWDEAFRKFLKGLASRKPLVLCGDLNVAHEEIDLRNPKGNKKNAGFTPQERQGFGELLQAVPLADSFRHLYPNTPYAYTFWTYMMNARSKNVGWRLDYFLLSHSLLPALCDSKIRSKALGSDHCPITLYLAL
#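 Substrate: short duplex with […] THF abasic site, 5'-TAMRA and 3'-BHQ-2, 50 nM final. APE1 at 0.75 nM, preincubated 15 min RT with compound. Fluorescence increase from first to third read measured activity.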
# LDHA block – qHTS assay for inhibitors of human lactate dehydrogenase. L-lactate dehydrogenase A chain (Homo sapiens), P00338. purified LDHA, NADH/diaphorase-resazurin fluorescence; hits give low values. activity change, % (values are at about 110 or 230 µM). actives 0.15% (n = 480,000); in the data active = activity change below about -30%; inconclusive = mostly about -25% to -30%;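 note: plate controls were DMSO wells for no effect and wells without enzyme for full effect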
#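 Enzyme activity of human lactate dehydrogenase 5 (2 nM; 0.06 mM NADH, 0.2 mM pyruvate, 5 min, RT) is measured via a resazurin/diaphorase fluorescence readout of residual NADH.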
# * marks the source's active call; other numbers are inactive results; ? = inconclusive; / = no result given; & = joins results of further samples; [ ] = remark or other dose. Unless noted, calls come from the whole dose curve; as a rule, active = well fitted curve in the direction sought with a large enough effect; inconclusive = small, poorly fitted or top-dose-only effect, or another doubt; inactive = no such curve, though single readings can be large; an effect the other way counts as inactive or inconclusive.
entry	structure	POLB inh	APEX1 inh	POLI inh	POLK inh	LDHA block
1	Cc1ccc(S(=O)(=O)N2CCC(C(=O)Nc3ccc(S(=O)(=O)N4CCOCC4)cc3)CC2)cc1	/	/	15%	-8%	-4
2	CC1(C)Cc2cccc(OCC(=O)Nc3cccnc3Cl)c2O1	15%	-4%	10%	0%	1
3	COc1ccc(CNC(=O)C(C)N2C(=O)NC3(CCCCCCC3)C2=O)cc1 (stereo not given)	/	7%	6%	-6%	-4
4	COc1ccc(OC)c(S(=O)(=O)N2CCC(C(=O)NCc3ccc4c(c3)OCO4)CC2)c1	12%	18%	28%	3%	-5
5	Cn1c(=O)n(-c2cccc(Cl)c2)c(=O)c2c3c(sc21)COC(C)(C)C3	18%	14%	17%	-7%	0
6	CSc1ncccc1C(=O)OCC(=O)c1[nH]c(C)c(C(C)=O)c1C	/	-28%	?	-14%	-8
7	Cc1csc(SCC(=O)NC2CCCCC2)n1	5%	3%	9%	1%	-8
8	CCCCn1c(SCC(=O)NC(=O)NCc2ccco2)nc2cc(S(N)(=O)=O)ccc21	28µM*	?	?	?	0
9	Cc1cccc2cc(=O)[nH]c(C)c12	27%	0%	6%	-20%	-9
10	COc1ccccc1/C=N/NC(=O)c1sc(C)nc1C	39%	4%	6%	-5%	-9

entry	GRP78 ERSR act	BLM helicase inh	Anesthetic bind	Pol eta inh
1	-1%	/	/	-24%
2	0%	1%	-18%	-10%
3	0%	/	/	-4%
4	-3%	-2%	-9%	-16%
5	1%	-2%	-12%	2%
6	2%	/	/	-5%
7	-3%	-1%	-17%	-16%
8	-2%	-15%	-24%	79µM*
9	0%	1%	-4%	1%
10	2%	-5%	-4%	-7%

# Later entries.
entry	structure	POLB inh	APEX1 inh	POLI inh	POLK inh	LDHA block
11	O=C1CSC(c2ccc(Cl)cc2)N1c1cccnc1 (stereo not given)	-21%	3%	-17%[58.9 µM]	-4%	0
12	CN1CCN(C(=S)SCC(=O)Nc2nc(-c3ccccc3)c(-c3ccccc3)o2)CC1	29%	2%	-16%	-5%	-5
13	CCC1CCCCN1CCCNC(=O)Cn1c(=O)c2cccn2c2cccnc21 (stereo not given)	-3%	-22%	21%	22%	0
14	O=C(Nc1cccc(Br)c1)C1CCCC1	/	/	17%	11%	0
15	C#CCNC(=O)C1=C[C@H](c2ccccc2)C[C@H](OCCCCO)O1	11%	0%	30%	0%	-1
16	Cc1ccc(-n2nnnc2Sc2ccc(S(=O)(=O)NCCN(C)C)cc2[N+](=O)[O-])cc1	2%	-1%	-18%	-11%	13
17	CC1CCCCC1N=CC1=C(O)CC(C)(C)CC1=O (stereo not given)	?	3%	-21%	-8%	-1
18	Cc1ccc(CNC(=O)C(NS(=O)(=O)c2cccc3nsnc23)C(C)C)cc1 (stereo not given)	20%	25%	-28%	0%	-9
19	Cc1ccc(C(=O)CC(=O)c2cccc(F)c2)c(O)c1	0%	7%	3%	-19%	-5
20	COc1ccccc1Nc1nnc(SCC(=O)N2CCCC2=O)s1	8%	1%	26%	6%	1

entry	GRP78 ERSR act	BLM helicase inh	Anesthetic bind	Pol eta inh
11	-2%	0%	-3%	-14%
12	-2%	2%	-12%	?
13	-6%	1%	-17%	-17%
14	2%	/	/	-14%
15	-3%	1%	-14%	-13%
16	-15%	3%	-6%	-6%
17	-3%	0%	-13%	-2%
18	-6%	-4%	-5%	9%
19	7%	-10%	?	-15%
20	1%	-1%	?	-2%

# The list continues.
entry	structure	POLB inh	APEX1 inh	POLI inh	POLK inh	LDHA block
21	O=C(COC(=O)c1ccc(F)c(S(=O)(=O)N2CCOCC2)c1)c1ccccc1	/	7%	-17%	10%	1
22	O=C(CNS(=O)(=O)c1ccccc1)Nc1ccc(C(F)(F)F)cc1	?	-2%	?	8%	0
23	CC(C)=CCN1CCN(Cc2cccc3nonc23)CC1CCO (stereo not given)	47%	9%	49%[activator]	-11%	-5
24	CCN(CC)C1=NC=CC(c2ccccc2)=CC1C (stereo not given)	0%	-1%	20%	1%	-7
25	O=C(COC(=O)/C=C/c1ccc(Cl)cc1)NCCN1C(=O)CSC1=O	33%	-5%	-12%	5%	0
26	CCOc1ccc(/C=C/c2nc(C#N)c(N3CCN(CC)CC3)o2)cc1	9%	/	18%	5%	10&-4
27	O=C(NCC(c1ccc(F)cc1)N1CCOCC1)c1cccnc1Sc1ccc(Cl)cc1 (stereo not given)	/	29%	18%	-20%	-4
28	Cc1ccn2c(=O)c(C(=O)NCCC3=CCCCC3)c(O)nc2c1	-18%	65%[activator]	10%	6%	6
29	CC(C)c1ccc(S(=O)(=O)c2ccc(NN)cc2)cc1	3%	-6%	-2%	3%	-1
30	CC(C)(C)c1ccc(OCCC(=O)NCCc2ccc(S(N)(=O)=O)cc2)cc1	3%	-10%	?	0%	-5

entry	GRP78 ERSR act	BLM helicase inh	Anesthetic bind	Pol eta inh
21	-2%	/	/	-14%
22	1%	-7%	-3%	-6%
23	2%	-1%	-8%	5%
24	-5%	-2%	-1%	-7%
25	-2%	-7%	-11%	-14%
26	-1%	1%	266%[activator]	-22%
27	-8%	/	/	-10%
28	2%	-5%	-8%	-4%
29	-3%	-9%	-21%	-16%
30	-3%	-1%	-4%	5%

# As entered above:
# Reading of no. 25 in POLB inh: 33%
# Reading of no. 20 in BLM helicase inh: -1%

# 4 entries already listed, ordered by their value in POLK inh, largest number first:
No. | canonical_smiles | POLK inh
14 | O=C(Nc1cccc(Br)c1)C1CCCC1 | 11%
21 | O=C(COC(=O)c1ccc(F)c(S(=O)(=O)N2CCOCC2)c1)c1ccccc1 | 10%
29 | CC(C)c1ccc(S(=O)(=O)c2ccc(NN)cc2)cc1 | 3%
9 | Cc1cccc2cc(=O)[nH]c(C)c12 | -20%

# Next section
entry	structure	POLB inh	APEX1 inh	POLI inh	POLK inh	LDHA block
31	O=C(NCCc1ccccc1)c1nc2nc(-c3cccs3)cc(C(F)(F)F)n2n1	10%	-6%	?	-6%	-4
32	CCN(CC)S(=O)(=O)c1ccc(C(=O)OCCNC(=O)c2cccnc2)cc1	10%	0%	-2%	5%	-2
33	Cn1nc([N+](=O)[O-])nc1Oc1ccc2ccccc2c1	2%	4%	13%	-10%	-7
34	COCCNC(=O)C(=O)c1c(-c2ccccc2)[nH]c2ccccc12	6%	-1%	73%[activator]	9%	-8
35	COC(=O)[C@@]12CCCCN1[C@H](c1ccc(-c3ccc4c(c3)OCO4)c(OC)c1)[C@@H]1C(=O)N(C)C(=O)[C@@H]12	/	-10%	12%	-10%	-1
36	COc1ccc2c(c1)SCC/C2=C\CN1C(=O)CCC1=O	-4%	2%	-7%	-5%	-14
37	O=C(COC(=O)c1ccccc1NCCO)NCCC1=CCCCC1	/	-6%	-5%	2%	1
38	N#CCc1c(C#N)c(N)nc(N2CCN(c3ccc(F)cc3)CC2)c1C#N	6%	-2%	?	-8%	6
39	O=C(Nc1cccnc1)c1cnc2ccccc2n1	-11%	-1%	24%	-4%	-2
40	CCOC(=O)c1c(C)[nH]c(C(=O)CSc2nnc(C3CC3)n2N)c1C	34%	-3%	29%	-17%	-2

entry	GRP78 ERSR act	BLM helicase inh	Anesthetic bind	Pol eta inh
31	-5%	3%	16%	10%
32	-8%	2%	-21%	-9%
33	0%	-1%	-14%	-7%
34	-6%	-3%	-6%	-15%
35	-3%	/	/	-21%
36	-2%	-9%	-5%	-12%
37	0%	/	/	-10%
38	1%	-17%	?	-7%
39	0%	-12%	-12%	-19%
40	0%	-7%	-22%	-8%

# 3 compounds picked at random from those above:
entry	structure	POLB inh	APEX1 inh	POLI inh	POLK inh	LDHA block
37	O=C(COC(=O)c1ccccc1NCCO)NCCC1=CCCCC1	/	-6%	-5%	2%	1
35	COC(=O)[C@@]12CCCCN1[C@H](c1ccc(-c3ccc4c(c3)OCO4)c(OC)c1)[C@@H]1C(=O)N(C)C(=O)[C@@H]12	/	-10%	12%	-10%	-1
34	COCCNC(=O)C(=O)c1c(-c2ccccc2)[nH]c2ccccc12	6%	-1%	73%[activator]	9%	-8

entry	GRP78 ERSR act	BLM helicase inh	Anesthetic bind	Pol eta inh
37	0%	/	/	-10%
35	-3%	/	/	-21%
34	-6%	-3%	-6%	-15%

# The listing continues:
entry	structure	POLB inh	APEX1 inh	POLI inh	POLK inh	LDHA block
41	CCOc1ccc(CCNC(=O)CN2C(=O)NC3(CCCCCC3)C2=O)cc1OCC	/	3%	-12%	-15%	-14
42	O=c1cc(-c2ccccc2Cl)oc2cccc(O)c12	-10%	-1%[120 µM]	34%[activator]	1%&10%	-4
43	CCN1CCN(S(=O)(=O)c2ccc(OC)c(Br)c2)CC1	3%	19%	9%	-4%	-5
44	Cc1cc(OCc2cc(C(=O)N(Cc3nccn3C)C(C)C)no2)cc(C)c1Cl	5%	17%	30%	-4%	-2
45	CCCCNCC1C(Oc2ccc(Cl)cc2)C(=O)N1c1ccccc1C (stereo not given)	0%	2%	12%	-20%	0
46	O=C(Nc1cccnc1)c1ccc(Br)c(S(=O)(=O)N2CCCC2)c1	22%	45%	29%	-4%	-3

entry	GRP78 ERSR act	BLM helicase inh	Anesthetic bind	Pol eta inh
41	-5%	/	/	-18%
42	2%&-4%	-7%[120 µM]	?	-7%
43	-6%	0%	-3%	-5%
44	3%	-3%	-24%	-9%
45	-7%	-8%	-11%	-12%
46	2%	-1%	-13%	-21%

# Shown with values under each structure: part of the list above
# The line under a structure holds: POLB inh | APEX1 inh | POLI inh | POLK inh | LDHA block | GRP78 ERSR act | BLM helicase inh | Anesthetic bind | Pol eta inh
45: CCCCNCC1C(Oc2ccc(Cl)cc2)C(=O)N1c1ccccc1C (stereo not given)
    0% | 2% | 12% | -20% | 0 | -7% | -8% | -11% | -12%
42: O=c1cc(-c2ccccc2Cl)oc2cccc(O)c12
    -10% | -1%[120 µM] | 34%[activator] | 1%&10% | -4 | 2%&-4% | -7%[120 µM] | ? | -7%

# A portion of the library. The share of hits here may be higher or lower than overall.
